POLH inh: DNA polymerase eta (human) inhibition | 390,000 tested, 1.2% active | Q9Y253 | AID 588591 | recombinant Pol eta, fluorescent DNA replication assay | Potency, µM (highest dose often 114 µM), without a hit: at the top dose activity change, negative = inhibition, actives largely listed as inhibitors; further: potency means the concentration at half of the fitted maximal effect; on the % scale 0 is the no-effect control and ±100 the full control effect
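Fluorescent replication assay: 50 nM final substrate added after a 15 min room-temperature compound preincubation with 10 nM enzyme. Signal taken at 0 min and again at 10 min.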
BLM helicase inh: Bloom syndrome helicase (human) inhibition. P54132. recombinant BLM DNA unwinding, fluorescence dequenching. Potency, µM (titrated, usually from 56.1 µM), for inactives: at the highest dose activity change, negative = inhibition, actives largely listed as inhibitors. 350,000 tested, 0.2% active. AID 2528;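 further: potency means the concentration at half of the fitted maximal effect; plate controls were vehicle for no effect and no enzyme for full effect; nearly all actives have a fitted effect of over 35% in size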
POLB inh: DNA polymerase beta (human) inhibition | Pol beta primer extension/strand displacement, fluorescence kinetic | AID 485314 | Potency, µM (titrated, usually from 114 µM), for inactives: at the top dose activity change, negative = inhibition, hits mostly inhibitors | P06746 | 340,000 tested, 1.3% active; further: potency means the concentration at half of the fitted maximal effect; on the % scale 0 is the no-effect control and ±100 the full control effect
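10 nM enzyme + cpd, 15 min RT; start with substrate 50 nM final; read 0 min and after 10 min RT. Corrected, normalized data; 4-parameter Hill curve fit.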
RXFP1 antagonist: RXFP1 (human) relaxin receptor antagonism; Q9HBX9; HEK293-RXFP1, relaxin-stimulated cAMP HTRF, 30 min; stronger effect = lower value; activity change, negative = inhibition, % at 57.5 µM; 350,000 tested, 0.59% active;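 active means activity change of -60% or lower, but not beyond a set lower limit; inconclusive means change between -60% and -40%, or beyond the set limit; inactive means change above -40%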; further: on the % scale 0 is the no-effect control and ±100 the full control effect
Tb PGK inh: T. brucei PGK inhibition | P07378 | 380,000 tested, 0.043% active | Potency, µM (doses to about 57.5 µM), for the others: at the highest dose activity change, negative = inhibition, usual class: inhibitors | PGK/GAPDH coupled, Kinase-Glo luminescence, 60 min; further: potency means the concentration at half of the fitted maximal effect; on the % scale 0 is the no-effect control and ±100 the full control effect; nearly all actives have a fitted effect of over 60% in size
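Recombinant glycosomal PGK reaction used 1,3-bisphosphoglycerate generated in-well by GAPDH (100nM final) in 100mM TEA pH 7.6, 5mM MgCl2, 0.01% Tween-20. After 60 minutes at room temperature, ATP was read by Kinase-Glo Plus luminescence end-point.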
APE1 inh: blocks human APE1 abasic DNA cleavage. P27695. recombinant APE1, TAMRA/BHQ-2 abasic DNA cleavage fluorescence. Potency, µM (highest dose often 65.8 µM), for the others: top-dose activity change, negative = inhibition, usual class: inhibitors. 350,000 tested, 0.35% active. AID 2517;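 further: potency means the concentration at half of the fitted maximal effect; plate controls were vehicle for no effect and reference inhibitor for full effect; nearly all actives have a fitted effect of over 55% in size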
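Enzyme (0.75 nM final) and test compound are incubated 15 min at room temperature before adding 50 nM quenched THF abasic-site duplex. Cleavage dequenches TAMRA, followed at 525/598 nm over three reads one minute apart.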
Pol kappa inh: blocks human DNA polymerase kappa activity; Q9UBT6; purified Pol kappa, fluorescent DNA synthesis assay, 10 min; Potency, µM (highest dose often 107 µM), inactives show at the top dose activity, negative = inhibition, hits mostly inhibitors; 400,000 tested, 0.53% active; AID 588579; further: potency means the concentration at half of the fitted maximal effect; on the % scale 0 is the no-effect control and ±100 the full control effect
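Here, compound and 10 nM enzyme are combined for 15 min at room temperature; adding 50 nM substrate (final) starts DNA synthesis, tracked by fluorescence at 0 and 10 min against buffer-only wells.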
Apoferritin bind: binds horse apoferritin like a general anesthetic; P02791; apoferritin/1-aminoanthracene competitive binding, fluorescence; Potency, µM (highest dose often 77.5 µM), for the others: top-dose activity change, negative = displacement, usual class: inhibitors; 350,000 tested, 0.074% active; AID 485281; further: potency means the concentration at half of the fitted maximal effect; on the % scale 0 is the no-effect control and ±100 the full control effect; nearly all actives have a fitted effect of over 20% in size
Target sequence (P02791 2-175 limits assumed): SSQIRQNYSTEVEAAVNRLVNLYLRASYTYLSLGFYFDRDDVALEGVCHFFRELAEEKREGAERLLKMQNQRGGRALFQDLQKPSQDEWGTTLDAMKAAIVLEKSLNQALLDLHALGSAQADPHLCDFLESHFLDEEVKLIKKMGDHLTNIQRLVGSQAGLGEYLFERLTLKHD
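In PBS, apoferritin at 10 uM is loaded with 1-AMA from a 50% saturated solution. After 10 min of compound exposure at ambient temperature, reduced 535 nm fluorescence indicates probe displacement.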
Pol iota inh: blocks human DNA polymerase iota activity. Q9UNA4. 390,000 tested, 1% active. Potency, µM (doses to about 115 µM), inactives show at the top dose activity, negative = inhibition, actives largely listed as inhibitors. Pol iota fluorescent replication assay, 10 min; further: potency means the concentration at half of the fitted maximal effect
Target sequence (Q9UNA4 whole entry, looked up): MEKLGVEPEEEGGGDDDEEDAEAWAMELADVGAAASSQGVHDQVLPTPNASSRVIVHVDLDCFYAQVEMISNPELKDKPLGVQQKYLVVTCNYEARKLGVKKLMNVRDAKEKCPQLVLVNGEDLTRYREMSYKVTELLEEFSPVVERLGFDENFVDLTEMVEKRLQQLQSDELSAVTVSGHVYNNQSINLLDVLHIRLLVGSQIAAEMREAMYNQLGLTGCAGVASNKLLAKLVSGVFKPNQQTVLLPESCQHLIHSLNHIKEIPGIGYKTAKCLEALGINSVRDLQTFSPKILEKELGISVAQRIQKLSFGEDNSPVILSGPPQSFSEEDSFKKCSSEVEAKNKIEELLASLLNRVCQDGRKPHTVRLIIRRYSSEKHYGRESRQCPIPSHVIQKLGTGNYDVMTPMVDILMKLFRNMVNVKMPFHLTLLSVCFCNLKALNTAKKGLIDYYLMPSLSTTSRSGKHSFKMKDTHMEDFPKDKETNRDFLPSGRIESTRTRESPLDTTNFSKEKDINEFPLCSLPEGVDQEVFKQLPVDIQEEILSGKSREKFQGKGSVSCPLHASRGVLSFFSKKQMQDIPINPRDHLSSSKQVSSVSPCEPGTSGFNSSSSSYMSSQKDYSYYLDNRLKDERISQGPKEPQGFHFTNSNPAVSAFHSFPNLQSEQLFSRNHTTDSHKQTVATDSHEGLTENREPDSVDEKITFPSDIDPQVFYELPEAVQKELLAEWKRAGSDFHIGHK
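Pol iota at 10 nM preincubated 15 min with compounds at room temperature; reaction started with fluorescent substrate, 50 nM final. Fluorescence read kinetically at 0 and 10 min; buffer-only wells as negative control.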
Starred values were filed as active, the others as inactive; i = inactive; u = inconclusive; x = not tested or not shown; & = joins results of further samples; [ ] = another dose, or the depositor's remark. Unless noted, the call rests on the fitted dose curve; in most records, active means well fitted curve in the direction sought with a large enough effect; inconclusive means small, poorly fitted or top-dose-only effect, or another doubt; inactive means no such curve, though single readings can be large; an effect the other way counts as inactive or inconclusive. Some of the compounds tested. The share of hits here may be higher or lower than overall.

smiles | POLH inh | BLM helicase inh | POLB inh | RXFP1 antagonist | Tb PGK inh | APE1 inh | Pol kappa inh | Apoferritin bind | Pol iota inh
COCCC(=O)N1CCC(Oc2ccc(C(=O)N3CCCC(OC)C3)cc2)CC1 (stereo not drawn) | -1% | 3% | 9% | 16 | 5% | 45% | -6% | -8% | 3%
Cc1noc(C)c1CSCC(=O)OCc1nc2ccccc2c(=O)n1CC#N | u | -10% | 16% | -9 | i | -8% | 9% | -15% | 87%[activator]
CC(C)n1c(C(O)c2ccc3c(c2)OCO3)nc2ccccc21 (stereo not drawn) | -10% | -6% | 6% | 17 | -4% | -3% | 0% | u | 20%
O=C(c1cccc(Cl)c1)N1CCN(c2ncccn2)CC1 | -4% | -4% | -20% | 6 | i | 43% | 11% | 2% | -15%
COc1c2c(nc3occc13)C(CC=C(C)C)(OC)C(=O)C=C2 (stereo not drawn) | 2% | 2%&0% | 0% | -62* | 5% | 1%&10% | -8% | -9% | 60%[activator]
COc1cccc(CC(=O)NCc2ccc3c(c2)CCN3C(C)=O)c1 | 3% | 4% | -9% | 3 | 7% | x | -3%[60.1 µM] | -11% | 22%
CC(=O)c1ccc(NC(=S)N2CCCC2)cc1 | -2% | -4% | -12% | 20 | -3% | 28% | -16% | -1% | 18%
O=C(CCCn1nnnc1CN1CCOCC1)N1CCC(c2ccccc2Cl)C1 (stereo not drawn) | -8% | 1% | -1% | 1 | -3% | 64%[activator] | -9% | -4% | -14%
CC(OC(=O)C1CC1)C(=O)Nc1ncc(Cl)cc1Cl (stereo not drawn) | -11% | x | x | 3 | 0% | 1% | -2% | x | 32%
CC(C)C1N(C(=O)CN2CCCCC2)CCN1S(=O)(=O)c1ccccc1 (stereo not drawn) | -8% | 2% | -2% | 1 | 15% | 1% | -1% | -4% | 17%
CCOc1ccc(C(C)NC(=O)C2CCCC2)cc1 (stereo not drawn) | -28% | -2% | -25% | -4 | -14% | 3% | 7% | -1% | 7%
COc1ccccc1Cn1ccn(Cc2ccc(C)cc2)c(=O)c1=O | -7% | -17% | -24% | 15 | -1% | x | -14% | -21% | 1%
CC1CCN(Cc2nnnn2CCCC(=O)NCCN2CCOCC2)CC1 | -6% | -1% | 11% | 1 | i | 15% | 0% | -4% | 13%
COc1ccc(OC)c(NC(=O)c2ccc3nc(C(C)C)oc3c2)c1 | -11% | -1% | -2% | 5 | -4% | x | 1%[60.1 µM] | -11% | 37%[activator]
COc1ccc(COn2nnc3ccc(S(=O)(=O)N4CCOCC4)cc32)cc1F | -14% | x | x | -1 | i | 12% | 5% | x | 15%
O=C(COC(=O)c1ccc(Cl)nc1)Nc1cc(S(=O)(=O)N2CCOCC2)ccc1Cl | -8% | x | x | -6 | 1% | 7% | -19% | x | 4%
COC(=O)c1ccccc1NC(=O)CSc1[nH]c(=O)cc(C)c1C#N | -15% | -6% | 1% | -9 | -5% | 0% | -10% | -2% | 77%[activator]
CC(c1ccccc1)C1NC(C(=O)O)CS1 (stereo not drawn) | -15% | -4% | 17% | -4 | i | -8% | 4% | -4% | 3%
Cn1c(=O)c2c(nc(N3CCOCC3)n2C/C=C/c2ccccc2)n(C)c1=O | -9% | 1% | 3% | -4 | -4% | u | 7% | -1% | -8%
O=C(NCc1ccccc1)c1ccc2nc(CCc3ccccc3)oc2c1 | -5% | -4% | 9% | -15 | 11% | x | -5%[60.1 µM] | -15% | -8%
Cc1c2cnn(-c3ccccc3)c(=O)c2c(C)n1CC(=O)N1CCN(c2cccc(Cl)c2)CC1 | -3% | -3% | -9% | x | -6% | x | -12% | -9% | 27%
Brc1ccc(OCCCCCN2CCOCC2)cc1 | -15% | -5% | 13% | -5 | 7% | 5% | -9% | -11% | 93%[activator]
CCOc1ccc(CCNC(=O)COC(=O)c2cccnc2SC)cc1OCC | -13% | x | x | 6 | -6% | 6% | 0% | x | 25%
CCOC(=O)C(C)Oc1cccc2c(=O)n(CC(=O)NCCc3ccc(OC)c(OC)c3)ccc12 (stereo not drawn) | -22% | 4% | 0% | -2 | -2% | 0% | 5% | -10% | 18%
c1ccc(CN2CCN(CCOCCOc3ccc4c(c3)CCC4)CC2)cc1 | u | -1% | -27% | u | i | -3% | -6% | -4% | 186%[activator]
CCN1CCN(CC(=O)N2N=C(c3ccc(OC)cc3)CC2c2ccc(OC)cc2)C(=O)C1=O (stereo not drawn) | -13% | -2% | 1% | 1 | -1% | 0% | -5% | -14% | 112%[activator]
N=C(N)SCCN=C(N)N | x | -1% | x | x | x | 1% | 10%[60.1 µM] | -1% | x
COc1ccc(C2CC(=O)C(CS(=O)(=O)c3ccccc3)C(=O)C2)cc1 (stereo not drawn) | -14% | 5% | 4% | -1 | i | -6% | 0% | 32µM* | 78%[activator]
COc1cc(CCC(=O)OCC(=O)NC2CCCC(C)C2C)cc(OC)c1OC (stereo not drawn) | u | -1% | 2% | -9 | i | 0% | 0% | u | 183%[activator]
CCOC(=O)c1c(C)[nH]c(C(=O)OCC(=O)c2c(N)n(C)c(=O)n(C)c2=O)c1C | x | -7% | -10% | x | x | 2% | x | -4% | x
COCCN(C(=S)Nc1ccccc1C)C(C)c1ccco1 (stereo not drawn) | 4% | -1% | 3% | 10 | -8% | 1% | 8% | 3% | 23%
CN(Cc1c(F)cccc1Cl)C(=O)CNC(=O)c1ccc2c(c1)OCO2 | -19% | x | x | -14 | i | 8% | -4% | x | 27%
O=C(Nc1ccc(Br)cn1)c1coc(=O)c(Br)c1 | 45µM* | -2% | u | -7 | -18% | u | u | 50%[activator] | 40µM*
CCC(=O)N1CCc2cc(Br)cc(S(=O)(=O)CCC(=O)NCc3ccccc3)c21 | 4% | 2% | 0% | -11 | -3% | x | 2% | -11% | 12%
CCN=c1scc(-c2ccccc2)n1/N=C/c1ccccn1 | -11% | -6% | -3% | u | i | 0% | -10% | 3% | 23%
Cc1nn(S(=O)(=O)c2ccc(F)cc2)c(C)c1S(=O)(=O)N1CCCCC1 | -5%&-16% | -1%&2% | 16%&6% | 6 | 0%&-5% | 4% | -2% | -1%&-1% | 11%&44%
CCN(CC)S(=O)(=O)c1cc(NC(=O)CCNC(=O)c2ccccc2Cl)ccc1C | -21% | -2% | 26% | -1 | -7% | 3% | -12% | -4% | 0%
COc1cc(C2c3c(-c4ccccc4O)n[nH]c3C(=O)N2Cc2ccco2)ccc1OCC(C)C (stereo not drawn) | -19% | -15% | u | -68* | -4% | x | -24% | u | -13%
Nc1ccc(OCc2ccccc2)cc1[N+](=O)[O-] | -23% | x | x | -1 | -12% | x | -2% | x | 48%[activator]
O=C(Cn1c(C(F)(F)F)nc2ccccc21)NCCCN1CCOCC1 | -11% | -2% | 16% | -13 | -7% | 6% | -4% | 1% | 1%
O=C(CN1C(=O)C2CCCCC2C1=O)OCc1nnc(-c2ccccc2)o1 (stereo not drawn) | -27% | -1% | 36% | 0 | -1% | 9% | -9% | -21% | 176%[activator]
COc1cccc2c(=O)c3cccc(N)c3[nH]c12 | u | u | 25µM* | -23 | -11% | -6% | -12% | 153%[activator] | -12%
O=C(Nc1ccccc1N1CCOCC1)C1CCN(S(=O)(=O)c2ccccc2F)CC1 | -17% | -1% | 19% | x | 2% | -1% | -2% | -13% | 1%
CC(C)(C)c1ccc(OCCSc2nc3ccccc3n2CC(=O)O)cc1 | -17% | -1% | 88% | 0 | -1% | 6% | -4% | -4% | 8%
CC(C)CCn1c(SCc2ccc(F)cc2Cl)nc2ccsc2c1=O | 11% | -3% | 0% | -5 | i | x | -6%[60.1 µM] | -3% | 16%
COc1cccc(NC(=O)CNC(=O)c2ccc(F)cc2)c1 | -6% | 2% | -2% | x | -2% | -5% | -14% | -7% | 2%
O=C(CCc1nnc(COc2ccccc2)o1)NCc1ccccc1C(F)(F)F | -20% | -2% | 8% | 11 | -9% | -1% | -13% | -15% | 25%
CCNC(=O)CSc1nnc(-c2ccc(OC)cc2)n1CC(C)C | -10% | -3% | 1% | -1 | -3% | 3% | -2% | -9% | 21%
O=C(c1cccc(Cl)c1)N1CCN(Cc2c[nH]c3ccccc23)CC1 | -15% | -5% | 3% | -13 | i | 4% | -4% | -7% | 51%[activator]
CCOCc1nnc(NC(=O)C2CCN(C(=O)C3CC(=O)N(c4ccc(C)cc4)C3)CC2)s1 (stereo not drawn) | -11% | -4% | 22% | -18 | -2% | -2% | 2% | -7% | 9%
Cc1ccc(NS(=O)(=O)c2ccc(-n3cccn3)cc2)nc1 | -3% | -1% | 35% | -2 | -5% | 21% | -6% | 2% | 24%
CCN(Cc1ccccc1)S(=O)(=O)c1ccc(OC)c2ncccc12 | -6% | 3% | 6% | 18 | i | 21% | -25% | -3% | -26%
Cc1ccc(-c2nn(-c3cccc([N+](=O)[O-])c3)c3c2cnc2ccc(F)cc23)cc1 | -10% | -15% | -3% | -11 | -7% | x | -1%[60.1 µM] | 36%[activator] | 16%
CCc1ccc(NC(=O)C2CCN(S(=O)(=O)c3c(C)noc3C)CC2)cc1 | -9%&-30% | -1%&2% | 24%&-21% | -8 | -9% | 12% | -6%&-24% | -1%&-6% | 15%&32%
O=c1[nH]c(/C=C/c2ccc3c(c2)OCO3)c([N+](=O)[O-])c(=O)[nH]1 | x | -1% | 73% | x | x | -3% | x | -1% | x
O=C(Cn1cc2c(n1)CCCC2)NCc1cccc(Cl)c1 | -21% | 4% | -1% | -14 | -6% | 13% | -2% | 9% | -11%
Cc1c(O)c(CN(C)C)cc2c1oc(=O)c1ccccc12 | -7% | -2% | -10% | 0 | i | -4% | -4% | -10% | 7%
CCOC(=O)[C@@H]1[C@H]2COc3ccc(Br)cc3[C@H]2N2C(=O)N(c3ccc(C)cc3)C(=O)[C@@]12C | -27% | x | x | x | 9% | -5% | -2% | x | 31%[activator]
